TbPYK inhibitor: qHTS of Trypanosoma Brucei Inhibitors; pyruvate kinase (Trypanosoma brucei), Q57TT1; TbPYK enzyme, Kinase-Glo Plus ATP luminescence, 45 min; Potency, µM (doses to about 76.8 µM), for the others: at the top dose activity, negative = inhibition, usual class: inhibitors; 410,000 tested, 0.12% active; AID 624173, 2012; also: nearly all actives have a fitted effect of over 50% in size
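Readout: single end-point luminescence (Kinase-Glo Plus, 10 min). Reaction conditions were TbPYK/substrate plus 130 uM ADP, 45 min at RT, pH 7.2 TEA buffer. No-enzyme wells served as controls, and data were normalized before concentration-response fitting.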
HCV inhibitor: qHTS Assay for Inhibitors of Hepatitis C Virus (HCV); 340,000 tested, 3.4% active; Huh7.5.1 HCVcc-Cre infection, luciferase reporter, 44 h; AID 651820, 2012; Potency, µM (doses to about 41.8 µM), inactives show top-dose activity change, negative = inhibition, usual class: inhibitors
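Seed cells (1,000/well) for 4 h; treat with compound and infect with HCVcc-Cre, moi about 0.5. Incubate 44 h, then detect luciferase activity.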
Active calls of the source: *; ? = inconclusive; [ ] = dose if it differs, or a comment. Calls follow the shape of the dose curve; as a rule, active = well fitted curve in the direction sought with a large enough effect; inconclusive = small, poorly fitted or top-dose-only effect, or another doubt; inactive = no such curve, though single readings can be large; an effect the other way counts as inactive or inconclusive. % is scaled to controls: 0 for no effect and ±100 for the full control effect; potency is read from the fitted curve at half-maximal effect.

SMILES	TbPYK inhibitor	HCV inhibitor
COc1ccc(OC(C)C(=O)NC2CCCCCC2)cc1 (stereo unspecified)	4%	-1%
C=CCNS(=O)(=O)NC(=O)C1=C(N2CCCC2)COC1=O	0%	31%[activator]
CN(Cc1cccc(Cl)c1Cl)C(=O)CCNC(=O)c1ccco1	-5%	4%
O=C(NCc1cccc(F)c1)c1cccc2c1C(=O)c1ccc(N3CCCC3)cc1S2(=O)=O	-3%	?
Cc1ccc(S(=O)(=O)N2CC(O)CC2C(=O)OCC(=O)Nc2ccc([N+](=O)[O-])cc2C(F)(F)F)cc1C (stereo unspecified)	2%	-1%
O=[N+]([O-])c1ccc2c(c1)Cc1cc(F)ccc1-2	-4%	-16%
Cc1ccc(S(=O)(=O)N2[C@@H](c3cccc4ccccc34)C(C(=O)O)=C[C@H]2C(C)(C)C)cc1	0%	10%
CN(C(=O)c1cccc(NC(=O)Cc2ccc(NC(=O)C3CCCN(C(=O)C4CCC4)C3)cc2)c1)C1CCCC1 (stereo unspecified)	-1%	?
Cc1c(C=Nc2ccc(S(=O)(=O)CCO)cc2)c(O)[nH]c(=O)c1C#N	-7%	23%
COc1cc(OC)cc(C(=O)N[C@H](C(=O)OCC(=O)N2CCN(S(=O)(=O)c3ccc(C)cc3)CC2)C(C)C)c1	0%	-9%
Cc1ccc(C2C(C(=O)c3cc4ccccc4o3)=C(O)C(=O)N2CCN(C)C)o1 (stereo unspecified)	-6%	4%
Cc1nc(N)nc(N)c1CCCc1ccc(Cl)c(Cl)c1	1%	4µM*
O=C(CCS(=O)(=O)c1ccccc1)NNC(=O)CSc1ccccc1F	-2%	-1%
CN(C(=O)COC(=O)c1ccc2ccccc2n1)C1CCCCC1	25%	0%
Cc1cccc(-n2c(CN3C(=O)c4ccccc4C3=O)nc3ccccc3c2=O)n1	-5%	19%
C[C@H](CO)N1C[C@H](C)[C@@H](CN(C)S(=O)(=O)c2ccccc2)Oc2c(cccc2N(C)C)C1=O	5%	1%
O=[N+]([O-])c1cc(-c2ccccc2)cc([N+](=O)[O-])c1O	-5%	-11%
O=c1oc2ccccc2c(=O)c2ccccc12	-4%	-5%
Cn1c(=O)c2c(nc(OC3CCCC3)n2C)n(C)c1=O	-2%	22%
Cc1nn(CC(=O)NC2CCS(=O)(=O)C2)c(C)c1[N+](=O)[O-] (stereo unspecified)	-12%	3%
Cc1cc(C(=O)NNC(=O)C(C)NS(=O)(=O)c2ccccc2F)c(C)o1 (stereo unspecified)	-1%	-10%
CCOP(=S)(OCC)N1CC1	-6%	25%
COC(=O)c1cc(NC(=O)COC(=O)C2COc3ccccc3O2)cc(C(=O)OC)c1 (stereo unspecified)	-8%	1%
O=c1cc(CO)oc2ccccc12	5%	4%
Cc1ccc(S(=O)(=O)N2CCOCC2)cc1C(=O)OCC(=O)N1CCCCC1	1%	-4%
Cc1cc(NC(=O)COC(=O)c2ccc(C)c(C)c2)no1	2%	23%
CCC1(CC)COP(=O)(OCC(Cl)CCl)OC1 (stereo unspecified)	5%	28%
COc1ccc(Cc2nc3ccc(C(=O)NC(C)C)cc3o2)cc1	-5%	-2%
NC(=S)NN=C1C=CCCC1	10%	30%
O=C(NCCCc1ccccc1)C(=O)NCC1OCCN1S(=O)(=O)c1ccccc1 (stereo unspecified)	-1%	-12%
O=C(C[C@H]1C/C=C\CC[C@H](Cc2ccc(F)cc2)C(=O)O[C@@H](c2ccccc2)CNC1=O)N[C@H](CO)Cc1ccccc1	1%	-13%
O=C(c1ccc(Cl)c(S(=O)(=O)N2CCOCC2)c1)N1CCc2ccccc2C1	1%	1%
CCN(C(=O)COC(=O)/C=C/c1ccc(Cl)c(Cl)c1)c1c(N)n(Cc2ccccc2)c(=O)[nH]c1=O	1%	?
C=CCN(Cc1ccc(Cl)s1)C(=O)c1ccc(F)c(S(=O)(=O)N2CCOCC2)c1	-8%	?
COC(=O)C1C2CC[C@@H](CC1OC(=O)c1ccccc1)N2 (stereo partly specified)	-4%	-5%
CCCCCCNc1c([N+](=O)[O-])cc(C)cc1[N+](=O)[O-]	4%	9%

Some of these compounds in order of number of heavy atoms, smallest number first.
SMILES	TbPYK inhibitor	HCV inhibitor
CCC1(CC)COP(=O)(OCC(Cl)CCl)OC1 (stereo unspecified)	5%	28%
O=C(c1ccc(Cl)c(S(=O)(=O)N2CCOCC2)c1)N1CCc2ccccc2C1	1%	1%
O=C(C[C@H]1C/C=C\CC[C@H](Cc2ccc(F)cc2)C(=O)O[C@@H](c2ccccc2)CNC1=O)N[C@H](CO)Cc1ccccc1	1%	-13%

Other compounds.
SMILES	TbPYK inhibitor	HCV inhibitor
COc1ccc(C[C@H]2NC[C@H](O)[C@H]2OC(C)=O)cc1	-6%	?
COc1ccc(-c2c(-c3ccc(OC)nc3)c3ccccc3n2C)cc1	0%	22µM*
CNc1nc(NC)nc(NNC(=O)c2ccccc2)n1	-8%	31%[activator]
Cc1ccc(S(=O)(=O)Nc2ccc(F)c(S(=O)(=O)N3CCOCC3)c2)cc1	6%	13%
Cc1nnc(NS(=O)(=O)c2ccc(N=Nc3ccc(N)nc3N)cc2)s1	-9%	20%
COc1ccccc1C(CNC(=O)c1cccc(S(=O)(=O)N2c3ccccc3CC2C)c1)N(C)C (stereo unspecified)	-10%	?
OCCOCCn1c(C(CO)Nc2nc(-c3ccc(Cl)cc3)cs2)nc2ccccc21 (stereo unspecified)	0%	-23%
Cc1c(N(C)S(=O)(=O)c2ccc(Cl)c(C(=O)NCC(C)(C)N3CCOCC3)c2)c(=O)n(-c2ccccc2)n1C	2%	13%
O=C(c1ccc(S(=O)(=O)NCc2ccco2)cc1)N1CCN(c2ccccc2)CC1	-4%	1%
CN(CCc1ccccc1)C(=O)c1ccc(NC(=O)Cc2ccc(NC(=O)C3CCCN(S(=O)(=O)c4cccc([N+](=O)[O-])c4)C3)cc2)cc1 (stereo unspecified)	-4%	?
C[C@H](O)[C@@H]1C(=O)N2CCc3ccc(-c4ccccc4)cc3[C@@H]2C[C@@H]1N(C)C(=O)NC1CCCCC1	3%	-20%[8.37 µM]
O=C1CCCc2cc3c(cc21)CCCC3	-1%	-11%
COc1ccc(C(=O)N/C(=C\c2ccc(SC)cc2)C(=O)NCCCn2ccnc2)cc1OC	-3%	7%
Cc1ccccc1CN1Cc2cnnn2-c2ccccc2C1C#N (stereo unspecified)	7%	?
Cc1cc(NC(=O)c2cc(S(=O)(=O)N3CCCCC3)ccc2C)no1	2%	7%
N#CCCN(C(=O)COC(=O)CSc1ccc(Cl)cc1)c1ccccc1	-4%	9%
Cc1cccc(NC(=O)CSc2nccn2C)c1	0%	16%
C/C=C1\NC(=O)[C@H](C)NC(=O)[C@@H](NC(=O)[C@@H](Cc2ccc(O)cc2)NC(=O)[C@@H](NC(=O)/C(C)=C/C)C(C)C)[C@@H](C)OC(=O)[C@H](CCCCc2ccc(O)cc2)NC(=O)[C@@H](CCC(=O)O)NC1=O	0%	-1%
Cc1nnc(SCC(=O)Nc2ccc(S(N)(=O)=O)cc2)n(N)c1=O	-12%	-4%
C=CCCC(=O)N1C[C@H]2CON(C)[C@H]2C[C@H]1c1cccc(Br)c1	-2%	1%[8.37 µM]
CCCCC[C@@H](/C=C/C1C(=O)C=C[C@H]1C/C=C\CCCC(=O)O)OC(C)=O (stereo partly specified)	1%	-6%[8.37 µM]
CCOC(=O)C1CCN(C(=O)COC(=O)c2cccc(NS(=O)(=O)c3ccccc3)c2)CC1	2%	?
O=C(NCC(c1ccco1)N1CCCC1)c1cc(S(=O)(=O)N2CCCCC2)ccc1Cl (stereo unspecified)	0%	8%
Cc1ccc(S(=O)(=O)NN=C2C(=O)C3CCC2C3Cl)cc1 (stereo unspecified)	-6%	39%[activator]
COc1cccc(NC(=O)CN(C)C(=O)CNC(=O)c2ccc(C)s2)c1	1%	-18%
CCOC(=O)C1Nc2ccc(C(F)(F)F)cc2C2c3ccccc3CC12 (stereo unspecified)	1%	?
O=C(NCc1ccccc1)c1cccc(NC(=O)C2CCCC2)c1	6%	?
O=C1[C@H](Cc2ccccc2)NCC=CC[C@H](c2ccc(Cl)cc2)N1Cc1ccc(Cl)cc1	1%	-11%
Cc1ccc(S(=O)(=O)N2CCN(C(=O)c3cc(S(=O)(=O)N4CCOCC4)ccc3F)CC2)cc1	2%	-11%
CCc1cccc(C)c1NC(=O)CN1C(=O)NC(CCc2ccccc2)C1=O (stereo unspecified)	1%	2%
CC(Sc1nnc(Cc2ccccc2)o1)C(=O)NC1(C#N)CCCCC1 (stereo unspecified)	0%	-7%
C[C@H](CO)N1C[C@H](C)[C@@H](CN(C)S(=O)(=O)c2ccc(F)cc2)Oc2ccc(NC(=O)Cc3ccccc3)cc2C1=O	0%	-9%
CCC(=NNC(=O)c1ccc2c(c1)nc(C)n2CC)c1cc(F)ccc1O	1%	?
COC(=O)[C@]1(C)N[C@H](CN(C)C(=O)c2ccc(C(C)(C)C)cc2)[C@@H]2C(=O)N(C)C(=O)[C@@H]21	0%	-14%[8.37 µM]
Nc1ccccc1C(=O)C[C@H](N)C(=O)O	1%	5%
COc1ccc(/C=C/C(=O)c2cc(F)ccc2OC(=O)c2ccccc2)cc1OC	2%	?
Cc1nc2ccsc2c(=O)n1-c1cccc(Cl)c1	2%	-12%
COc1ccc(NC(=O)c2ccc3c(c2)S(=O)(=O)N=C2CCCCCN23)cc1S(N)(=O)=O	1%	2%
CC(C)(C)NS(=O)(=O)NC(=O)C1=C(N2CCCC2)COC1=O	-1%	0%
COc1ccccc1NC(=O)c1oc2ccccc2c1NC(=O)c1cc(OC)c(OC)c(OC)c1	-8%	5%
Cc1nnc(SCCCOc2ccccc2)nc1C	0%	0%
Cc1cccc(N2CCN(CC(O)COc3ccc4ccccc4c3)CC2)c1 (stereo unspecified)	-1%	6%
Cc1ccc(C(=O)OCC(=O)NCCN2C(=O)CSC2=O)cc1[N+](=O)[O-]	3%	4%
CCOC(=O)CC[C@H](NC(=O)Cn1cnc2c(NCc3ccccc3)ncnc21)C(=O)OCC	-1%	-2%
C=CCn1c(SCC(=O)NCC(c2ccccc2)N(C)C)nc2sc3c(c2c1=O)CCC3 (stereo unspecified)	-5%	0%
CCOC(=O)C1=C(C)N(CCCC(=O)O)C(=O)NC1c1ccc2ccccc2c1 (stereo unspecified)	12%	16%
CC(C)C[C@@H](CNCC(=O)[C@H](CC(C)C)NC(=O)c1[nH]cnc1C(=O)N[C@@H](C)CN)NC(=O)c1nc[nH]c1C(=O)N[C@@H](CC(C)C)C(=O)O	-1%	14%
CCC(=O)c1coc2ccc(O)cc12	-12%	35%[activator]
CC(C)c1cccc(-c2ccc3c(c2)S(=O)(=O)c2cccc(C(=O)NCc4ccco4)c2C3=O)c1	-4%	?
O=C1[C@@H]2[C@@H](CN3CN(c4ccccc4)N=C(c4ccccc4)[C@@]23c2ccccc2)C(=O)N1c1ccccc1	-21%	9%
CCOc1ccc2nc(SCC(=O)N(CC(C)C)c3c(N)n(CC(C)C)c(=O)[nH]c3=O)[nH]c2c1	-8%	29%
COCCN(C(=O)Cc1csc(-c2cccc(Cl)c2)n1)c1c(N)n(Cc2ccccc2)c(=O)[nH]c1=O	3%	-9%
N/C(=N\NS(=O)(=O)c1ccccc1)c1ccccn1	2%	-12%
O=C(COC(=O)c1ccncc1)Nc1ccc2c(c1)OCO2	-1%	-4%
C#CCOCCOCCOCCNc1nc(N2CCN(C(=O)[C@H](CCCN=C(N)N)n3cc(C(N)[C@@H](C)CC)nn3)CC2)nc(N2CCN(C(=O)[C@H](CCCCN)n3cc([C@@H](N)[C@H](C)CC)nn3)CC2)n1 (stereo partly specified)	1%	22%
O=C(NN1CCOCC1)c1ccccc1NS(=O)(=O)c1ccc(F)cc1F	-2%	5%
O=C(NCCCN1CCCC1=O)Nc1ccc(Cl)cc1	-14%	0%
Nc1nnnn1/N=C/c1ccccc1O	0%	16%

Grouped by structure: those above with an aryl methoxy group
SMILES	TbPYK inhibitor	HCV inhibitor
COc1ccc(OC(C)C(=O)NC2CCCCCC2)cc1 (stereo unspecified)	4%	-1%
COc1cc(OC)cc(C(=O)N[C@H](C(=O)OCC(=O)N2CCN(S(=O)(=O)c3ccc(C)cc3)CC2)C(C)C)c1	0%	-9%
COc1ccc(Cc2nc3ccc(C(=O)NC(C)C)cc3o2)cc1	-5%	-2%
COc1ccc(C[C@H]2NC[C@H](O)[C@H]2OC(C)=O)cc1	-6%	?
COc1ccc(-c2c(-c3ccc(OC)nc3)c3ccccc3n2C)cc1	0%	22µM*
COc1ccccc1C(CNC(=O)c1cccc(S(=O)(=O)N2c3ccccc3CC2C)c1)N(C)C (stereo unspecified)	-10%	?
COc1ccc(C(=O)N/C(=C\c2ccc(SC)cc2)C(=O)NCCCn2ccnc2)cc1OC	-3%	7%
COc1cccc(NC(=O)CN(C)C(=O)CNC(=O)c2ccc(C)s2)c1	1%	-18%
COc1ccc(/C=C/C(=O)c2cc(F)ccc2OC(=O)c2ccccc2)cc1OC	2%	?
COc1ccc(NC(=O)c2ccc3c(c2)S(=O)(=O)N=C2CCCCCN23)cc1S(N)(=O)=O	1%	2%
COc1ccccc1NC(=O)c1oc2ccccc2c1NC(=O)c1cc(OC)c(OC)c(OC)c1	-8%	5%

An excerpt; rates above refer to the full screens.
